tim10-1 inh: inhibits growth of tim10-1 mutant yeast; S. cerevisiae tim10-1 ts strain growth, BacTiter-Glo, 24 h; inhibition, % at 20 µM; hit rate 2.2% among 330,000; AID 463190;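 active = inhibition of at least 40%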;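 also: mutant grown at 25 °C; 0% = DMSO wells with yeast and 100% = wells holding no yeast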
NALP3 yeast inh: blocks the NALP3 inflammasome reconstituted in yeast; hit rate 0.39% among 330,000; Yeast reconstituted NLRP3/ASC/caspase-1, beta-gal luminescence, 24 h; inhibition, % at 10 µM; AID 2825;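 active = inhibition of 50% or more; inactive = inhibition below 50%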;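 also: plate controls were induced DMSO wells for no effect and uninduced yeast grown without galactose for full effect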
mIAP activ: increases mouse intestinal alkaline phosphatase activity | muIAP, CDP-Star luminescence, 30 min; hits give high values; 1 = vehicle-only enzyme signal, 0 = enzyme-free wells | activation factor at 10 µM | hit rate 0.24% among 330,000 | AID 2805;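 active = activation factor of at least 2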; also: the source names both 10 and 20 µM as test concentration; values of inactives mirror those of a sister screen read the other way
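System: Mouse IAP enzyme | Also added: CDP-Star substrate | Dosing: Compounds dispensed in DMSO | Schedule: 30 min enzyme-substrate-compound incubation at room temperature | Technique: Chemiluminescence readout | Control set: DMSO-only wells and no-enzyme negative control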
MIN6 prolif: MIN6 beta-cell proliferation induction; MIN6 cells proliferation, ATPlite luminescence, 48 h; cells starved in 0.2% serum; 100% = growth in 10% serum; proliferation, % at 10 µM; hit rate 0.29% among 330,000;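 active = compounds whose signal lies at least 3.5 SD above the mean of all wells on their plate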;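 also: 0% = DMSO-treated cells in low-serum medium and 100% = 10% serum control; some compounds called inactive have numbers as strong as hits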
hIAP inh: blocks human intestinal alkaline phosphatase; AID 2544; purified IAP, CDP-Star luminescence, 30 min; hit rate 0.12% among 330,000; P09923; inhibition, % at 10 µM;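 active = inhibition reaching a set limit with compound at 10 µM in the primary screen, cut at about 35% in these data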;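 also: plate controls were DMSO wells with enzyme for no effect and no-enzyme buffer wells for full effect; values of inactives mirror those of a sister screen read the other way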
Target sequence (P09923 whole entry, looked up): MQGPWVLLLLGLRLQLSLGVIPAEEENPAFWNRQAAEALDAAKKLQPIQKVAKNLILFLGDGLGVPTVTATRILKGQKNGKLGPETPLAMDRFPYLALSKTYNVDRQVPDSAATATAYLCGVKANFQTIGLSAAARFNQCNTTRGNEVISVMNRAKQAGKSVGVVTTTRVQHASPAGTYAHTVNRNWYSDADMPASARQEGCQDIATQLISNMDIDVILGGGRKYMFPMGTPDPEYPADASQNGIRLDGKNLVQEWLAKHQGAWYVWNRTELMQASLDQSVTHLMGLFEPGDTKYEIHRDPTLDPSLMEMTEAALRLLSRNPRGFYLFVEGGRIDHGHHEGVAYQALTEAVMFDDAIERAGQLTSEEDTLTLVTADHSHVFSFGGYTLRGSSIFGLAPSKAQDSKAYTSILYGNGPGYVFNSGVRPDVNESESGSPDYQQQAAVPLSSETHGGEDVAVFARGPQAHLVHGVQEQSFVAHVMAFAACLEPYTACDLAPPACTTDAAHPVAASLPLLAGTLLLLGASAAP
mIAP inh: mouse IAP inhibition | purified mouse IAP, CDP-Star luminescence, 30 min | inhibition, % at 10 µM | hit rate 0.2% among 330,000 | AID 2806;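 active = inhibition of at least 40% at 10 µM in the primary screen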;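 also: plate controls were DMSO with enzyme for no effect and no enzyme wells for full effect; values of inactives mirror those of a sister screen read the other way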
A3G deaminase: inhibitors of human APOBEC3G DNA deaminase. Q9HC16. recombinant A3G, ssDNA deamination FAM/TAMRA fluorescence. inhibition, % at 20 µM. hit rate 0.28% among 330,000. AID 493012;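 active = inhibition of at least 40% at 20 µM, with no more than 30% in the related APOBEC3A deaminase screen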;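 also: plate controls were DMSO wells with A3G for no effect and wells lacking A3G enzyme for full effect; some compounds called inactive have numbers as strong as hits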
Target sequence (Q9HC16 whole entry, looked up): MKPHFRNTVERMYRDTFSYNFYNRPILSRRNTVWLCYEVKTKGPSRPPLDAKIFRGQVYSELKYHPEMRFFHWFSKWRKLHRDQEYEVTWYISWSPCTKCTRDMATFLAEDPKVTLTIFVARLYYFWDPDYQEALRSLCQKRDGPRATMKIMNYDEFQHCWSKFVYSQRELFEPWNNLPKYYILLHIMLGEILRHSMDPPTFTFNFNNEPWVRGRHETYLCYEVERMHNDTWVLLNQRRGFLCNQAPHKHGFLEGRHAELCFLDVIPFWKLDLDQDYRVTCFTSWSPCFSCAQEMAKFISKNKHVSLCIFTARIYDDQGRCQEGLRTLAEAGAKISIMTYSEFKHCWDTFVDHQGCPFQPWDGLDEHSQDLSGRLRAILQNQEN
TIM10 inh: inhibits growth of TIM10 yeast strain; S. cerevisiae TIM10 strain growth, BacTiter-Glo luminescence, 24 h; inhibition, % at 10 µM; hit rate 1.4% among 330,000;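 active = inhibition of 40% or more at the single tested concentration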;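 also: wild-type TIM10 isogenic control strain grown at permissive 25 °C; 0% = DMSO yeast wells and 100% = minimal medium wells without yeast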
APOBEC3A inh: blocks human APOBEC3A ssDNA deamination; hit rate 0.41% among 330,000; AID 493011; recombinant A3A, FAM/TAMRA ssDNA deamination fluorescence; inhibition, % at 20 µM;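 active = at least 40% inhibition at 20 µM here, with at most 30% in a related deaminase screen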;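 also: plate controls were A3A with DMSO for no effect and wells lacking A3A enzyme for full effect; some results filed as inactive read as strong as hits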
Target sequence (P31941 whole entry, looked up): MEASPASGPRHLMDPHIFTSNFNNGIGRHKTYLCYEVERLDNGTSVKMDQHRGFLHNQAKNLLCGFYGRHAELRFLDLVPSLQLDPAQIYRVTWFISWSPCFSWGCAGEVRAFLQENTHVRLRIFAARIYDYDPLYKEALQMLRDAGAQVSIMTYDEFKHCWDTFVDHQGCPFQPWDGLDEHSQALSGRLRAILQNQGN
* hit, by the source's call; x = not tested or not shown.

SMILES	tim10-1 inh	NALP3 yeast inh	mIAP activ	MIN6 prolif	hIAP inh	mIAP inh	A3G deaminase	TIM10 inh	APOBEC3A inh
CC(=O)NCCC(=O)Nc1nc(-c2c[nH]c3ccccc23)cs1	-13	8	0.94	-1	0	6	79*	-16	-4
COc1ccc(C(=O)NC(=S)Nc2cc3oc4ccccc4c3cc2OC)cc1	-10	17	0.97	-2	14	3	0	12	1
CCOC(=O)[C@H]1[C@H]2COc3ccc(C)cc3[C@@H]2N2C(=O)CN(Cc3ccc(Cl)cc3)C(=O)[C@@]12C	6	7	1	-6	-9	-1	-9	14	-1
CC1(C)CC(=O)C(C(C2=C(O)CC(C)(C)CC2=O)c2ccc([N+](=O)[O-])cc2)C(=O)C1 (stereo not given)	11	9	1	0	13	-1	-1	10	-1
Cc1ccc(Cl)cc1NC(=O)COC(=O)C1CCCCC1	17	4	0.95	2	10	5	3	9	0
O=C1/C(=C/c2cccc([N+](=O)[O-])c2)Oc2cc(O)ccc21	19	17	1	-5	4	-2	-12	4	-10
Cc1cc(C)c(S(=O)(=O)Nc2ccc(N(C)C)cc2)c(C)c1-n1cnnn1	20	27	1	0	19	-4	4	-6	6
COc1cc2c(cc1OC)-c1cc(Nc3ccc4c(c3)OCCO4)nc(=O)n1CC2	-10	11	1.1	2	-10	-13	-9	-8	0
O=C(NC1CCCC1)C(=O)N(c1ccccc1F)C(C(=O)NCC1CCCO1)c1cccs1 (stereo not given)	10	-2	1.2	2	8	-19	4	4	2
CC1CC(C)CN(S(=O)(=O)CCNC(=O)c2ccc3c(c2)OCO3)C1 (stereo not given)	11	1	0.92	0	3	8	0	3	-1
CCCOc1ccc(CN(C(=O)c2cccc(OC)c2)C2CCS(=O)(=O)C2)cc1 (stereo not given)	5	15	0.95	-3	-26	4	-4	10	-1
CCC(CC)NC(=O)COC(=O)CCC(=O)c1cccs1	9	-15	0.99	0	-6	1	-7	-4	-3
Cc1cc(/C=C2/NC(=O)N(Cc3ccccc3F)C2=O)c(C)n1C(C)C	22	26	0.94	-4	18	6	-2	-3	-1
CC(C)c1cc(-c2cc(-c3ccc(Cl)cc3)on2)nc(NCC2CC2)n1	5	21	0.99	3	1	1	-13	0	-4
COc1ccc2c(c1)c(C(C)=O)c(C)n2C	0	21	1.1	4	9	-6	-8	-4	4
O=C(COc1cccc2cccnc12)N1CCc2ccccc2C1	23	17	0.94	0	2	6	1	27	1
O=C(O)c1ccc(Cl)c(NCc2cccs2)c1	-4	12	1.1	-2	-13	-7	-2	-10	0
COc1cccc(=O)c2c(C)n(-c3ccc(C(=O)O)cc3)c(C)c12	6	6	0.88	1	-1	12	49	-1	71
Cc1cccc2cc3c(nc12)-c1ccccc1C3=O	4	21	0.98	-1	17	2	0	-35	1
Cc1ccc(-c2csc(NNC(=O)c3ccccc3)n2)cc1	25	5	0.86	-3	-55	14	-3	15	2
Cc1ccc(C(=O)/C=C/Nc2ccccn2)cc1	3	53*	0.92	-3	3	8	-5	43*	0
c1ccc(COc2ccc(OCCCn3cncn3)cc2)cc1	16	11	0.96	-2	3	4	-2	6	5
COC(=O)COc1ccc(C)cc1-n1nc2ccccc2n1	23	11	1	0	-7	-3	1	18	4
Cc1ccccc1-n1c(SCC(=O)c2cc(C)n(C)c2C)nnc1-c1ccncc1	25	11	1.1	-1	-10	-7	-6	14	-1
O=C(CN1C(=O)NC2NC(=O)NC21)N/N=C/c1ccccc1O (stereo not given)	8	5	1.1	1	-60	-8	-4	0	-2
Cc1ccc(N(C(=O)c2csnn2)C(C(=O)NC(C)(C)C)c2cccnc2)cc1C (stereo not given)	0	16	1	1	4	-3	-8	2	18
Cc1ccc(CNC(=O)CSc2ccc(-c3cccs3)nn2)cc1	-16	13	0.96	-2	-4	4	-1	-20	4
CCOC(CNC(=O)CCc1c(C)nc2ncnn2c1C)OCC	3	-1	1	3	-6	-2	-5	-6	0
O=C(O)c1cccc(OCc2ccccc2Cl)c1	16	25	0.93	2	9	7	-5	5	3
COc1ccc(/C(N)=N/OC(=O)c2ccc(OC)c([N+](=O)[O-])c2)cc1OC	37	-16	0.9	-4	6	10	-1	10	1
COc1cc(OC)c2c(-c3cccc(-c4ccc(O)cc4)c3)cc(=O)oc2c1	-20	x	1.1	x	x	-7	5	-74	2
COc1ccccc1-n1c(SCC(=O)NC2CCS(=O)(=O)C2)nc2cc([N+](=O)[O-])ccc21 (stereo not given)	10	1	0.97	0	-4	3	-4	7	3
Cc1ccc(NC(=O)CC(C)S(=O)(=O)c2ccc3c(c2)NC(=O)CO3)cc1C (stereo not given)	-8	3	0.95	-5	8	4	-1	1	0
COc1ccc(-n2cc(-c3ccccc3)c3c(NCCCN4CCOCC4)ncnc32)cc1	13	17	1.1	-5	1	-12	-13	17	3
COc1cccc(NC(=O)C2CCC(CNC(=O)[C@@H]3Cc4ccccc4CN3)CC2)c1 (stereo not given in full)	-3	0	1.1	-2	-5	-6	-1	10	-2
O=C(Nc1ncc(Cc2ccccc2)s1)C1CCCO1 (stereo not given)	18	30	0.98	1	11	2	-7	8	-3
N#Cc1ccc(NC(=O)COC(=O)CSc2nnc(-c3ccc(Cl)cc3)o2)cc1	27	7	0.92	1	5	8	-11	22	0
Cc1ccc(N(C(=O)CNC(=O)c2ccco2)C(C(=O)NC2CCCC2)c2ccncc2)c(C)c1 (stereo not given)	13	4	1.1	-1	-12	-5	-5	5	-4
Cc1ccccc1OCc1nc2c3c(ncn2n1)-c1ccccc1CC31CCCC1	-12	-7	0.97	-4	24	3	-9	-24	0
O=C(NCCOc1cccc(Oc2ccccc2)c1)c1cc(-n2cnnc2)ccc1Cl	10	1	1	-4	9	0	-6	-5	3

In the list so far, these have an aryl thioether with sulfur outside any ring:
SMILES	tim10-1 inh	NALP3 yeast inh	mIAP activ	MIN6 prolif	hIAP inh	mIAP inh	A3G deaminase	TIM10 inh	APOBEC3A inh
Cc1ccccc1-n1c(SCC(=O)c2cc(C)n(C)c2C)nnc1-c1ccncc1	25	11	1.1	-1	-10	-7	-6	14	-1
Cc1ccc(CNC(=O)CSc2ccc(-c3cccs3)nn2)cc1	-16	13	0.96	-2	-4	4	-1	-20	4
COc1ccccc1-n1c(SCC(=O)NC2CCS(=O)(=O)C2)nc2cc([N+](=O)[O-])ccc21 (stereo not given)	10	1	0.97	0	-4	3	-4	7	3
N#Cc1ccc(NC(=O)COC(=O)CSc2nnc(-c3ccc(Cl)cc3)o2)cc1	27	7	0.92	1	5	8	-11	22	0

(listing goes on)
SMILES	tim10-1 inh	NALP3 yeast inh	mIAP activ	MIN6 prolif	hIAP inh	mIAP inh	A3G deaminase	TIM10 inh	APOBEC3A inh
CCC(C)(C)n1nnnc1C(c1cc2ccc(C)cc2[nH]c1=O)N(Cc1cccnc1)Cc1ccco1 (stereo not given)	30	15	0.93	-2	-24	7	-3	32	0
CCN(CC(=O)Nc1ccc(OC)cc1)C(=O)c1cc(S(=O)(=O)N(C)C)ccc1N1CCCC1	9	0	1.1	-5	-12	-10	-14	-9	-3
CCCC1NC(=O)NC(C)=C1C(=O)OCC (stereo not given)	-4	2	0.98	0	12	2	-7	-10	0
Cc1cc(C)cc(NC(=O)COc2coc(CN3CCN(c4ccccc4)CC3)cc2=O)c1	22	11	0.95	0	18	5	-8	12	0
O=c1[nH]c2c(s1)C=Nc1ccccc1N2	-17	19	0.73	2	7	27	-5	5	1
Cc1noc(NS(=O)(=O)c2ccc(NC(=O)CSc3nc4ccccc4s3)cc2)c1C	2	13	0.91	-3	15	9	-3	9	-1
N#Cc1ccc(CO/N=C/c2ccccc2)cc1	-5	15	0.99	0	-4	1	-4	17	1
O=[N+]([O-])c1cccc2c(N3CCCC3)ccnc12	28	36	1	-6	-4	-4	-5	4	-3
N#Cc1c(C#N)c(-c2ccccc2)n(-c2ccccc2)c1N	8	16	0.92	2	6	8	-8	8	-6
CCOC(=O)CCn1cc(F)c(=O)[nH]c1=O	5	9	0.98	1	14	2	-4	4	2
COc1ccc(OCC(=O)NCc2n[nH]c(=O)c3ccccc23)cc1	9	12	0.96	0	3	4	-2	-5	0
COc1ccccc1CN1C[C@@H]2C[C@@H](c3cccc(C)n3)N3CCC[C@@]23C1=O	21	10	0.95	5	-10	5	-3	3	-2
COc1ccc(/C=C(/CC(=O)NCc2ccc(Cl)cc2)c2nc3ccccc3s2)cc1	-5	3	0.94	-4	2	6	-3	12	1
COc1cccc(CNC(=O)c2ccc(NC(=O)C3CCCO3)cc2)c1 (stereo not given)	23	2	1.1	-1	11	-6	-1	10	2
CN1C(=O)/C(=C\c2cc(N=Nc3ccccc3)ccc2O)SC1=S	42*	39	0.74	-5	38*	26	-1	40	0
Cc1ccc(CNC(=O)C2CC(=O)N(C3CCCC3)C2)cc1 (stereo not given)	-11	11	1	-2	-2	-3	-7	-3	1
CCc1nnc(NC(=O)c2ccc(S(=O)(=O)N(CC)CC)cc2)s1	-4	4	1	2	-18	-4	-7	2	-1
CCOc1ccccc1NC(=O)C(OC(=O)c1ccccc1)c1ccccc1 (stereo not given)	2	-1	1.1	-5	15	-5	-9	-16	-6
CCCCn1c(N)c(N(CC(C)C)C(=O)CSc2ccccc2C)c(=O)[nH]c1=O	-9	8	0.94	-3	-4	6	-11	-10	-3
S=C(N/N=C/c1ccco1)NC1CC2CCC1C2 (stereo not given)	51*	28	0.86	1	-2	14	6	42*	19
CCOC(=O)Cn1c(=O)oc2cc(S(=O)(=O)NCCc3ccc(C)cc3)ccc21	31	1	0.99	-4	10	1	4	4	1
O=C(NCCc1ccccc1)C1CCC(Cn2c(=O)c3ccccc3n(Cc3cccnc3)c2=O)CC1 (stereo not given)	15	5	1	-4	-12	-5	-4	2	6
Cc1ccc(/C=N/NC(=O)c2cc(C)oc2C)o1	6	-5	1	-1	-6	-3	-4	13	-7
COc1ccc(/C=N/NC(=O)CN(C)S(=O)(=O)c2ccc(NC(C)=O)cc2)cc1	3	5	1	-1	-1	-5	27	0	2
CC1CCCN(C(=O)CCNC(=O)Cn2cnc3ccccc3c2=O)C1 (stereo not given)	-19	5	0.97	0	3	3	-6	7	-4
CN(C(=S)Nc1ccc(F)cc1)C1(c2ccccc2Cl)CCCCC1=O (stereo not given)	23	-1	0.98	1	0	2	-4	10	0
C=CCn1c(=NC(=O)c2cccc(N3C(=O)CCC3=O)c2)sc2cccc(OC)c21	13	7	0.96	-4	20	4	-7	9	-1
Cc1cc(NC(=O)CSCc2nc(-c3cccc(Cl)c3)oc2C)no1	5	31	1.1	-4	-12	-12	-7	-22	-2
CC1CC(C)CN(C(=O)c2cccc3c2-c2ccccc2C3=O)C1 (stereo not given)	17	3	0.96	-2	0	4	-8	17	0
O=C(Nc1cccc2ccccc12)N1CCc2ccccc2C1	24	27	1	-1	-15	0	0	40*	-1
CCn1c(SC(C)C(=O)NCC2CCCO2)nc2scc(-c3ccccc3)c2c1=O (stereo not given)	8	12	1	-2	-2	-2	-11	10	-3
O=C(NC(=S)Nc1ccc(S(=O)(=O)N2CCCC2)cc1)C1CC1	3	14	0.96	1	-5	4	-5	12	3
Cc1ccc(C(C(=O)NCc2ccccc2)N(C(=O)c2csnn2)C2CC2)cc1 (stereo not given)	30	16	0.99	-2	-2	1	-7	7	-6
CN(C)C(CNC(=O)c1cccnc1Sc1ccccc1)c1ccco1 (stereo not given)	7	2	0.98	0	2	2	-5	5	0
CCN(CC)S(=O)(=O)c1ccc(C)c(NC(=S)N2CCN(C/C=C/c3ccccc3)CC2)c1	21	39	1	-7	-1	-4	-2	19	2

Screening results deposited in PubChem BioAssay by Sanford-Burnham Center for Chemical Genomics.
